Screening data: PubChem, The Scripps Research Institute Molecular Screening Center
FBW7 activator – human FBW7 E3 ligase activation, primary screen; Q969H0; normalized activity (activation), % at 26.1 µM; AlphaScreen FBW7–phospho-cyclin E peptide binding, activator screen; AID 1259310; 650,000 compounds, 0.13% hits; in the data active means normalized activity above about 1.9%;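 further: purified mutant Fbw7 with reduced substrate affinity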
GPR151 activ – activators of human GPR151. Q8TDV0. PathHunter beta-arrestin GPR151 cells, luminescence. activation, % at 11.2 µM. 650,000 compounds, 1% hits; in the data active means activation above about 4.9%;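 further: 0% = median of compound wells and 100% = cells with positive control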
Target sequence (Q8TDV0 whole entry, looked up): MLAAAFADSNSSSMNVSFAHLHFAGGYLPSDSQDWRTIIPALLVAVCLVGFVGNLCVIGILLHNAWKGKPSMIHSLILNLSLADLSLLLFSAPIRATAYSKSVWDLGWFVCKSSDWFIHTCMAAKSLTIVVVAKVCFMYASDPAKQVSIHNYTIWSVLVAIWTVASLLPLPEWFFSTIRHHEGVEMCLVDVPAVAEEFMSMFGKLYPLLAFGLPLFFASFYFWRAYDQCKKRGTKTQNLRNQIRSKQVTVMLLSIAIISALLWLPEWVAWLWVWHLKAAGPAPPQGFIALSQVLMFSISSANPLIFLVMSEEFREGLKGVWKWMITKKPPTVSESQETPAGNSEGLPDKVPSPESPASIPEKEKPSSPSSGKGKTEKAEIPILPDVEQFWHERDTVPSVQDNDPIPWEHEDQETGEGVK
MITF inh – human MITF inhibition, primary screen; AID 1259374; O75030; inhibition, % at 2.6 µM; 650,000 compounds, 0.91% hits; AlphaScreen MITF homodimerization, bead proximity signal; in the data active means inhibition above about 50%;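 further: 0% = vehicle wells with protein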
Target sequence (O75030 whole entry, looked up): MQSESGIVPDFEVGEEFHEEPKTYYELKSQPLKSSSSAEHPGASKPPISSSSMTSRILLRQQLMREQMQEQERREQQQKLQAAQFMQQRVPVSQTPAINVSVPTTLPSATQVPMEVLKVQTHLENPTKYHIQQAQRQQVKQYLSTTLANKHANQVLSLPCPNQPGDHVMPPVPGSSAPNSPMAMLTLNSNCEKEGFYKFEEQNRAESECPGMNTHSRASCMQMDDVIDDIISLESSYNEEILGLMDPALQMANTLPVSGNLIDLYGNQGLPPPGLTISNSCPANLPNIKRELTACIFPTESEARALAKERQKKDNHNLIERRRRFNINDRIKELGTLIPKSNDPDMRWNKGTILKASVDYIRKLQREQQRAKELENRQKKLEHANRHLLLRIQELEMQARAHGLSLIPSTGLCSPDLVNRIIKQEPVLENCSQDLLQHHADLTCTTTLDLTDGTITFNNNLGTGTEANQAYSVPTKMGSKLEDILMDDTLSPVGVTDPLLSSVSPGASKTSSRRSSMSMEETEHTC
TEAD-YAP inh – TEAD-YAP interaction inhibition; 640,000 compounds, 1.4% hits; inhibition, % at 9.12 µM; HEK-TIYL cells, TEAD-Gal4/YAP UAS-luciferase luminescence; AID 1259422; in the data active means inhibition above about 32%;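 further: 0% = median of test compound wells and 100% = reference inhibitor wells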
Active calls of the source: *.

SMILES,FBW7 activator,GPR151 activ,MITF inh,TEAD-YAP inh
CCC(=O)N(Cc1cc2cc3c(cc2[nH]c1=O)OCCO3)CC1CCCO1 (stereo not given),0.1,-4.1,-1.1,1.2
Cc1cc(C)c(C(=O)COc2cccnc2[N+](=O)[O-])cc1C,-0.4,-1.6,16.3,-6.3
c1ccc(CN2CCOCCOCCOCCOCCOCCOCC2)cc1,0.2,1.0,10.6,2.1
NC(=O)C1CCN(C(=O)C(=O)c2cn(CC(=O)N3CCCCCC3)c3ccccc23)CC1,0.0,6.2*,-18.1,0.3
CC(C)OC(=O)c1cccnc1SCc1cc(=O)n2ccccc2n1,0.6,0.4,3.3,5.6
COc1ccccc1-c1cc(C(F)(F)F)nc(NCc2cccnc2)n1,0.1,-0.7,22.6,4.9
CCOC(=O)c1ccc(-c2ccc(-c3nc4sc5c(c4c(=O)[nH]3)CCCC5)o2)cc1,0.0,0.4,17.4,-5.3
CCOc1ccc2nc(NC(=O)CN3CCCC3)sc2c1,-0.1,-1.7,17.0,-27.6
O=S1(=O)N=C(SCc2ccccc2F)Nc2ccc(F)cc21,-0.1,1.2,-9.7,-4.5
O=C(c1cccc([N+](=O)[O-])c1)N1CCN(C(=O)c2ccco2)CC1,-0.1,0.8,4.5,-0.6
c1nc2nc(N3CCC(N4CCOCC4)CC3)nc(Nc3ccc(N4CCOCC4)cc3)c2[nH]1,0.1,3.4,-6.4,-13.0
N#Cc1ccc(S(=O)(=O)N2CCC(n3c(=O)[nH]c4ccccc43)CC2)cc1,-0.2,3.9,0.1,-2.5
O=C(Cn1cncc1-c1ccc([N+](=O)[O-])cc1)NC1CCCCC1,0.1,-1.0,7.9,-3.5
Cc1ccc(NC(=S)N2CCC(N(C)CCN3CCOCC3)CC2)cc1Cl,0.8,-0.9,7.7,-1.5
Cc1c(NC(=O)c2ccc(Br)cc2)cccc1-c1nc2ccccc2o1,0.2,1.9,-5.8,3.9
O=C(c1cccc([N+](=O)[O-])c1)N1N=C(c2ccncc2)CC1(O)C(F)(F)F (stereo not given),0.3,1.0,10.5,6.4
COc1ccc(NC(=O)N2CCN(c3nc4ccccc4n3C)CC2)cc1,0.0,0.0,-3.0,-0.6
CCOc1ccccc1CNc1ncc(-c2cccc(OC)c2)n1C,-0.3,0.1,31.9,6.8
CC(=O)C1=C(O)C(=O)N(c2nc3ccccc3s2)C1c1cccc([N+](=O)[O-])c1 (stereo not given),0.1,-0.6,15.4,-1.8
O=c1c(-c2ccccc2Cl)c(C(F)(F)F)oc2c(CN3CCOCC3)c(O)ccc12,-0.1,1.0,-10.4,1.6

Next entries.
SMILES,FBW7 activator,GPR151 activ,MITF inh,TEAD-YAP inh
COc1cccc(N2C(=NC(=O)c3cccc([N+](=O)[O-])c3)SC3CS(=O)(=O)CC32)c1 (stereo not given),0.5,-0.3,-7.5,1.4
COc1ccc(/C=C2\N=C(c3ccc(F)cc3)OC2=O)c(OC)c1,-0.1,-0.3,-1.4,0.2
Cc1cc(C)nc(SCc2cc(=O)c(OC(=O)/C=C/c3ccccc3)co2)n1,0.0,-0.9,23.2,-0.1
CC(Nc1ccc(Cl)cc1)C(=O)N/N=C/c1cccs1 (stereo not given),-0.1,1.0,0.4,9.1
COc1ccc(Sc2ccc(C(=O)N3CCCC3)cc2[N+](=O)[O-])cc1,-0.2,-1.2,3.6,-11.6
CCOC(=O)c1cnc(SC)[nH]c1=O,0.1,-0.4,18.6,0.5
O=C(CC1(O)C(=O)Nc2ccc(Cl)cc21)c1ccccn1 (stereo not given),0.6,-0.4,0.2,4.2
Cc1cc(NCCc2ccc(O)cc2)nc(NC2CCN(Cc3ccccc3)CC2)n1,-0.1,-0.5,-18.9,4.0
CC(C)CN(CC(C)C)c1nnc(NC(=O)Nc2ccc(F)cc2)s1,0.1,-0.4,1.4,3.1
Cc1ccc2c(c1)nnn2C1CCN(C(=O)c2ccc(Br)cc2)CC1,-0.1,-0.4,2.6,-3.6
C=C(C)Cn1c(SCC(=O)O)nnc1-c1cccc(C)c1,-0.1,0.2,-8.5,1.9
NC(=O)c1nsnc1-c1ccccc1O,0.1,-0.3,9.5,5.0
Cc1sc2nc(C)n(Cc3ccc(Cl)cc3)c(=O)c2c1C,-0.1,-0.2,10.8,-5.0
O=c1c2nnn(Cc3ccc(F)cc3)c2ncn1Cc1cccc([N+](=O)[O-])c1,0.0,0.1,9.6,-1.4
CCOC(=O)C1(CC)NC(c2ccccc2OC)C2C(=O)N(C)C(=O)C21 (stereo not given),0.0,0.6,7.6,-1.2
CCCCCCn1c(N/N=C/c2ccc([N+](=O)[O-])cc2)nc2c1c(=O)[nH]c(=O)n2C,0.1,5.9*,-1.2,10.8
CC(C)(C)C(=O)CSc1nc2cc(C(=O)NCc3cccc(Cl)c3)ccc2c(=O)n1C1CCCCC1,0.1,2.7,17.3,6.3
CC(C)n1cnc2c(NC3CC3)nc(-c3ccc(N4CCOCC4)nc3)nc21,0.0,-0.1,-0.4,1.8
O=C(COc1ccccc1)NCCS(=O)(=O)N1CCN(c2ccccc2F)CC1,-0.1,0.1,0.2,-2.9
CCOc1ccc(-c2cn3c(n2)/c(=C2\CCCN2)c(=O)n3-c2ccccc2)cc1,-0.1,0.7,-1.1,-7.0

Next part:
SMILES,FBW7 activator,GPR151 activ,MITF inh,TEAD-YAP inh
Cc1ccc2nc3sc(C(=O)N4CCCCCC4)c(N)c3cc2c1,-0.1,0.6,12.6,-0.8
CCOC(=O)c1c(NC(=O)Cn2cc([N+](=O)[O-])cn2)sc2c1CCCCC2,0.1,-0.1,13.0,-1.4
COc1ccc(OC)c(N=Cc2c(C)[nH]n(-c3ccccc3)c2=O)c1,0.0,-0.3,-3.8,1.1
O=C(NCCCc1ccncc1)C1CC12CCN(C(=O)c1cc3cc(F)ccc3[nH]1)CC2 (stereo not given),0.7,1.8,8.3,18.4
COC(=O)c1ccc2c(c1)C(=O)/C(=C/c1ccc(OC)cc1OC)O2,0.6,1.0,-8.5,-11.3
C#CCN(C)C(=O)c1cnc2scc(-c3ccc(C)cc3)n2c1=O,-0.1,1.0,12.4,-2.8
Cc1ccc(C2(C)CC(C)(C)N(C(=O)CSc3nc(C)cc(C)n3)c3ccc(C)cc32)cc1 (stereo not given),0.0,2.8,0.8,-2.9
COc1ccccc1/C=N/OCc1cc(C(C)=O)ccc1OC,0.0,-0.2,8.9,6.3
Cc1ccc(C(=O)CSc2nccn(-c3ccc(C)c(C)c3)c2=O)cc1,0.1,0.0,11.8,-1.0
COc1ccc(-c2nc3ccccc3c(=O)n2NCc2cc(Br)ccc2F)cc1OC,-0.2,-1.7,7.1,-12.4
CCCCOc1ccc(C(=O)N/C(=C/c2ccco2)C(=O)NCCCO)cc1,-0.1,3.0,-3.9,-12.9
O=C(NCc1nnc2n1CCN(C(=O)c1ccc(F)cc1)CC2)c1ccccc1,0.0,1.3,10.3,10.5
COc1cc(Nc2nc(NCCO)c3ncn(CCN4CCCC4=O)c3n2)cc(OC)c1OC,0.5,1.4,5.4,4.9
CC1(C)CC(=O)c2c(n(S(=O)(=O)c3ccc(Cl)cc3)c3ccc(NS(=O)(=O)c4ccc(Cl)cc4)cc23)C1,0.1,-0.3,7.1,6.6
COc1cccc(OCCCOc2ccc([N+](=O)[O-])cc2)c1,0.1,3.4,9.4,-0.6
Cc1ccc(OCCN2CCNCC2)c(Cl)c1,0.6,0.0,36.1,-1.7
O=C1c2ccc(-c3nc4ccc(I)cc4c(=O)o3)cc2C(=O)N1c1ccccc1-c1ccccc1,-0.1,1.7,-12.4,-1.3
Cc1ccc(C)c(NC(=O)CSc2nccn(-c3ccc(F)c(F)c3)c2=O)c1,0.0,-0.8,7.2,8.5
O=C(NC1CCCCC1)c1ccccc1Br,0.0,-1.2,10.0,-18.7
CCOC(=O)c1c(NC(=O)c2ccco2)sc(C(=O)Nc2ccccc2C)c1C,-0.1,-0.9,-4.2,-10.7

Four of the compounds above, as labelled records:
compound: O=C(c1cccc([N+](=O)[O-])c1)N1N=C(c2ccncc2)CC1(O)C(F)(F)F (stereo not given)
  FBW7 activator = 0.3
  GPR151 activ = 1.0
  MITF inh = 10.5
  TEAD-YAP inh = 6.4

compound: COc1ccc(NC(=O)N2CCN(c3nc4ccccc4n3C)CC2)cc1
  FBW7 activator = 0.0
  GPR151 activ = 0.0
  MITF inh = -3.0
  TEAD-YAP inh = -0.6

compound: CCOc1ccccc1CNc1ncc(-c2cccc(OC)c2)n1C
  FBW7 activator = -0.3
  GPR151 activ = 0.1
  MITF inh = 31.9
  TEAD-YAP inh = 6.8

compound: CC(=O)C1=C(O)C(=O)N(c2nc3ccccc3s2)C1c1cccc([N+](=O)[O-])c1 (stereo not given)
  FBW7 activator = 0.1
  GPR151 activ = -0.6
  MITF inh = 15.4
  TEAD-YAP inh = -1.8

Following part.
SMILES,FBW7 activator,GPR151 activ,MITF inh,TEAD-YAP inh
CCS(=O)(=O)CCSCCc1ccncc1,0.0,0.0,-6.5,-3.5
CCCN1CCc2c(sc(N)c2C(=O)OC)C1,0.1,-1.7,3.0,3.7
O=C(CCCn1c(SCc2cccc([N+](=O)[O-])c2)nc2ccsc2c1=O)NCCc1ccccc1,-0.1,1.3,-2.6,-1.0
CC1=CCC2(C(=O)OC(C)(C)OC2=O)C(c2ccc(Cl)cc2)C1 (stereo not given),0.1,-1.5,5.6,18.8
CCc1ccccc1NC(=O)C12CCC(C)(C(=O)C1)C2(C)C (stereo not given),0.0,1.2,9.3,14.2
c1ccc(OCCNc2nc(Nc3cnccn3)nc3c2ncn3C2CCCCC2)cc1,-0.1,-0.9,-8.3,3.5
O=c1[nH]c(=O)c2cc([N+](=O)[O-])ccc2[nH]1,0.1,1.2,2.1,7.2
Cc1cccc(CNC(=O)Cn2nc(C)n3c(cc4cc(C)ccc43)c2=O)c1,-0.2,0.3,3.4,1.4
COc1cccc(OC)c1C(=O)Nc1cc(Cl)ccc1N1CCOCC1,0.7,-0.4,9.8,-10.4
CCOc1ccccc1N1CCN(C(=O)c2ccc(Cl)c([N+](=O)[O-])c2)CC1,0.4,0.5,19.9,9.4
CCOC(=O)c1ccc(NC(=S)NC(=O)c2cccc(OC)c2)cc1,0.6,-1.3,17.9,4.1
Cc1ccc(CN2CCN3C(=O)[C@H](COCc4ccccc4)NC(=O)[C@H]3C2)cc1C,-0.1,-0.5,-14.4,-16.4
O=C(O)COc1c(-c2ccc(Cl)cc2)oc2ccccc2c1=O,0.9,-0.1,8.0,-5.6
COc1ccc(Cl)cc1S(=O)(=O)Nc1noc2ccccc12,0.0,2.8,-1.4,7.7
Cn1c2ccccc2n2c(=N)c3ccccc3c(C#N)c12,0.1,0.0,6.0,4.6
c1ccc(OCCNc2nc(Nc3ccc(-n4ccnc4)cc3)nc3c2ncn3-c2ccsc2)cc1,-0.2,0.1,-1.2,24.8
Cc1ccc(NS(=O)(=O)c2cc3c(cc2C)NC(=O)CO3)c(Br)c1,-0.1,2.1,1.9,-0.1
CCNC(=O)N1CCc2nc(C)nc(N3CCCCC3)c2C1,-0.1,0.7,-6.4,1.2
CCSc1ccc(CC(=O)Nc2nc(-c3ccccn3)cs2)cc1,-1.5,1.6,23.2,29.7
O=C(c1ccccc1F)N1CCN(Cc2ccccc2Cl)CC1,0.0,-0.7,48.2,-8.6

Continued.
SMILES,FBW7 activator,GPR151 activ,MITF inh,TEAD-YAP inh
FC(F)(F)c1cccc(-c2cnn3c(N4CCOCC4)ccnc23)c1,0.2,-1.0,0.1,0.6
O=S(=O)(c1ccc(F)cc1)N1CCC(O)(c2cccnc2)CC1,-0.3,-0.9,71.8*,-1.4
COc1ccc(NC(=O)c2ccc(NS(C)(=O)=O)cc2)cc1,0.1,1.2,-6.1,-9.3
Cc1cc(C)n2nc(CC(=O)NC3CCCCCCC3)nc2n1,-0.2,2.8,-14.3,-4.0
COC(=O)c1ccc(NC(=O)Cc2coc3cc(C)ccc23)cc1,-0.1,1.0,-0.6,-9.8
COc1ccc(Br)cc1/C=N/NC(=O)CNC(=O)c1ccc(Cl)cc1,-0.2,-0.2,-3.2,-1.4
COc1ccc(C(=O)O/N=C(\N)c2ccncc2)cc1[N+](=O)[O-],0.0,1.8,8.0,0.2
O=c1ccc(S(=O)(=O)N(Cc2ccccc2)Cc2ccccc2)c[nH]1,0.0,-3.3,-0.5,1.9
CN1CCN(C2CC(=O)N(c3cccc4ccccc34)C2=O)CC1 (stereo not given),-0.2,1.9,-3.4,4.8
N#Cc1ccc(C(=O)Nc2cccc(Br)c2)c(F)c1,-0.1,0.6,3.0,-16.5
O=c1c(-c2ccc(O)cc2)c(C(F)(F)F)oc2cc(O)ccc12,0.0,0.4,3.4,-9.2
COc1cc(N)c(Cl)cc1C(=O)OCC(=O)Nc1cc(C)on1,-0.1,3.3,-2.9,-12.1
COc1cc(/C=N/n2c(C)cc(C)c(C#N)c2=O)ccc1OC(C)=O,0.1,0.0,17.2,7.5
NC(=O)c1ccccc1NC(=O)CCCN1C(=O)CCC1=O,0.1,4.0,5.1,13.3
CCOc1ccc(NC(=O)CSc2nnc(-c3ccccc3)n2N)cc1,-0.2,1.8,5.7,-1.6
COc1ccc(/C=N/N=C/c2ccc(OC)c(O)c2)cc1O,1.0,-1.1,10.8,-20.5
O=C(NCC1(c2ccccc2)CCOCC1)C(c1ccccc1)c1ccccc1,0.1,0.3,0.2,10.9
